# MIN6 prolif = MIN6 beta-cell proliferation induction | proliferation, % at 10 µM | MIN6 cells proliferation, ATPlite luminescence, 48 h; cells starved in 0.2% serum; 100% = growth in 10% serum | AID 2380 | 0.29% of 330,000 active;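 active = compounds whose signal lies at least 3.5 SD above the mean of all wells on their plate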;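 also: 0% = DMSO-treated cells in low-serum medium and 100% = 10% serum control; some compounds called inactive have numbers as strong as hits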
# hIAP act = increases human intestinal alkaline phosphatase activity; purified human IAP, CDP-Star luminescence, 30 min; active compounds read high; 1 = vehicle-only enzyme, 0 = enzyme-free background; P09923; activation factor at 10 µM; 0.16% of 330,000 active;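 active = activation factor of the enzyme at least 2-fold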; also: the source names both 10 and 20 µM as test concentration; values of inactives mirror those of a sister screen read the other way
# mIAP block = mouse IAP inhibition | purified mouse IAP, CDP-Star luminescence, 30 min | AID 2806 | 0.2% of 330,000 active | inhibition, % at 10 µM;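 active = inhibition of at least 40% at 10 µM in the primary screen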;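 also: plate controls were DMSO with enzyme for no effect and no enzyme wells for full effect; values of inactives mirror those of a sister screen read the other way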
# APOBEC3G inh = APOBEC3G (human) deaminase inhibition | AID 493012 | inhibition, % at 20 µM | recombinant A3G, ssDNA deamination FAM/TAMRA fluorescence | 0.28% of 330,000 active;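 active = inhibition of at least 40% at 20 µM, with no more than 30% in the related APOBEC3A deaminase screen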;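 also: plate controls were DMSO wells with A3G for no effect and wells lacking A3G enzyme for full effect; some compounds called inactive have numbers as strong as hits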
# Target sequence (Q9HC16 whole entry, looked up): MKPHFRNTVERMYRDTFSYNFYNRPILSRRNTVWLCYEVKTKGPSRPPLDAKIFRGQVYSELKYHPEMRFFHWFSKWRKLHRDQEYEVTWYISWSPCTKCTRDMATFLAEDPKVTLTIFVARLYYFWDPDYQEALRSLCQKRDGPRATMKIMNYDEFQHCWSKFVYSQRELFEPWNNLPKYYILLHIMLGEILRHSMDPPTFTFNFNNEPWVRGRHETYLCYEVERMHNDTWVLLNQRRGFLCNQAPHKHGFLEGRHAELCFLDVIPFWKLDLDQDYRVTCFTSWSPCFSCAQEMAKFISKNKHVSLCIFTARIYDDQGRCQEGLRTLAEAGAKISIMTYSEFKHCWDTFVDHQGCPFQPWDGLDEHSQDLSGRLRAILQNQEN
# NALP3 yeast inh = blocks the NALP3 inflammasome reconstituted in yeast; Yeast reconstituted NLRP3/ASC/caspase-1, beta-gal luminescence, 24 h; AID 2825; 0.39% of 330,000 active; inhibition, % at 10 µM;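 active = inhibition of 50% or more; inactive = inhibition below 50%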;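 also: plate controls were induced DMSO wells for no effect and uninduced yeast grown without galactose for full effect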
# SENP1 inh = inhibitors of human SENP1 SUMO protease catalytic domain; inhibition, % at 10 µM; recombinant SENP1 catalytic domain, CyPet-SUMO1-YPet FRET cleavage; 0.21% of 360,000 active; AID 624204;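 active = inhibition at least 30% at 10 µM, raw YFP signal under a set limit, fluorescence ratio 0.5 to 1.5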;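 also: 0% = enzyme with DMSO and 100% = no enzyme wells; some results filed as inactive read as strong as hits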
# Target sequence (Q9P0U3 419-644 limits assumed): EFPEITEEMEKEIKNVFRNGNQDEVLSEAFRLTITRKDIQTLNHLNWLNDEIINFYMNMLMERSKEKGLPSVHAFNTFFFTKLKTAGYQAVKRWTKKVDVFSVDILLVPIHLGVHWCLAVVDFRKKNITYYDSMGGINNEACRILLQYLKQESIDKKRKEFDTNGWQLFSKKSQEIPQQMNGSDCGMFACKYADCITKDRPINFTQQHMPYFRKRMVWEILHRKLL
#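 Test system: hSENP1 catalytic domain, recombinant; Amount: 20 pM final SENP1 enzyme; Medium: Tris pH 8 buffer plus EDTA, NaCl, BME, BSA, NP40, catalase; Schedule: 50 min enzyme reaction, room temperature, light-protected; Technique: FRET fluorescence in CFP and YFP emission channels; Controls: no-enzyme wells low, DMSO-plus-enzyme wells high control.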
# hIAP block = blocks human intestinal alkaline phosphatase; 0.12% of 330,000 active; P09923; purified IAP, CDP-Star luminescence, 30 min; AID 2544; inhibition, % at 10 µM;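 active = inhibition reaching a set limit with compound at 10 µM in the primary screen, cut at about 35% in these data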;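 also: plate controls were DMSO wells with enzyme for no effect and no-enzyme buffer wells for full effect; values of inactives mirror those of a sister screen read the other way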
# APOBEC3A inh = inhibitors of human APOBEC3A DNA deaminase | recombinant A3A, FAM/TAMRA ssDNA deamination fluorescence | inhibition, % at 20 µM | 0.41% of 330,000 active | P31941;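 active = at least 40% inhibition at 20 µM here, with at most 30% in a related deaminase screen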;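 also: plate controls were A3A with DMSO for no effect and wells lacking A3A enzyme for full effect; some results filed as inactive read as strong as hits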
# Target sequence (P31941 whole entry, looked up): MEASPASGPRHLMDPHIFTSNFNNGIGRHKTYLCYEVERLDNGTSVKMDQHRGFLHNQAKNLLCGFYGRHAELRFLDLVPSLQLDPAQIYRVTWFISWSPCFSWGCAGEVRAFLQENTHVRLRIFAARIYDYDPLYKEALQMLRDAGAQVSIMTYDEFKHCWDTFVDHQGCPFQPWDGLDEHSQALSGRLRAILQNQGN
# mIAP act = mouse IAP activation; muIAP, CDP-Star luminescence, 30 min; active compounds read high; 1 = vehicle-only enzyme signal, 0 = enzyme-free wells; activation factor at 10 µM; 0.24% of 330,000 active;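 active = activation factor of at least 2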; also: the source names both 10 and 20 µM as test concentration; values of inactives mirror those of a sister screen read the other way
#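 Assay system: mouse IAP enzyme; reagent: chemiluminescent substrate CDP-Star; dosing: test compounds delivered from DMSO solution; schedule: 30 min at room temperature; measured by: luminescence from enzymatic CDP-Star hydrolysis; controls: DMSO-only wells and no-enzyme negative control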
# * marks the source's active call; other numbers are inactive results; x = no result given.
SMILES,MIN6 prolif,hIAP act,mIAP block,APOBEC3G inh,NALP3 yeast inh,SENP1 inh,hIAP block,APOBEC3A inh,mIAP act
COc1ccc(CCNC2CCN(C)CC2)cc1OC,-1,0.84,-5,3,6,-10,16,-1,1
Clc1cc(Br)ccc1OCCN1CCOCC1,0,0.97,-7,-6,8,0,3,-1,1.1
CC12CC3CC(C)(C1)CC(NCc1ccncc1)(C3)C2,1,0.89,0,-9,-15,0,11,1,1
CCOc1ccc(NC(=O)COc2cccc3c2CCN(Cc2cccnc2)C3=O)cc1,-2,1,-13,4,1,-1,-4,2,1.1
CCc1ccccc1NC1=NCC(=O)N1C1CCCCC1,-2,1,-7,0,-39,2,-4,1,1.1
O=C(COc1ccc(Br)cc1CNCCCN1CCOCC1)Nc1ccccc1,-4,1.2,-9,-4,-2,0,-18,0,1.1
CSCCC1NC(=O)N(CC(=O)Nc2ccc(N3CCCCC3)cc2)C1=O (configuration not stated),-1,1,-7,-4,1,3,-2,-2,1.1
COC(=O)c1ccccc1NC(=O)CSc1nc2ccccc2c(=O)[nH]1,-1,1,3,-1,9,2,0,0,0.97
CCC(C)[C@H](NC(=O)N1CCCCCC1)C(=O)OC (some centres not stated),-1,0.94,2,-9,-1,1,6,-1,0.98
NS(=O)(=O)c1cccc(NC(=O)COC(=O)/C=C/c2nc3ccccc3s2)c1,-4,1,2,-4,10,-4,-1,-3,0.98
CCn1c(/C=C/c2c(C)[nH]c3ccccc23)nc2ccccc2c1=O,0,0.97,-2,-9,20,-25,3,-1,1
CCOc1nc(N2CCOCC2)nc(C)c1[N+](=O)[O-],-1,0.83,1,-4,16,2,17,0,0.99
Cc1cccc(C(=O)NNC(=S)NC(=O)c2ccccc2)c1,-4,0.98,12,7,39,0,2,4,0.89
COc1ccc(C(=O)CSc2nnc(-c3cccs3)n2-c2ccccc2)cc1,-3,1.7,-7,-3,-6,2,-68,-4,1.1
Cc1ccc(NC(=O)CSc2nc3ccccc3c(=O)n2Cc2cccs2)cc1,0,1.1,3,-12,-9,3,-6,-2,0.97

# An excerpt of these results, with two lines to a compound.
# Every second line gives: MIN6 prolif, hIAP act, mIAP block, APOBEC3G inh, NALP3 yeast inh, SENP1 inh, hIAP block, APOBEC3A inh, mIAP act
- CCn1c(/C=C/c2c(C)[nH]c3ccccc23)nc2ccccc2c1=O
 : 0, 0.97, -2, -9, 20, -25, 3, -1, 1
- CCOc1nc(N2CCOCC2)nc(C)c1[N+](=O)[O-]
 : -1, 0.83, 1, -4, 16, 2, 17, 0, 0.99
- Cc1cccc(C(=O)NNC(=S)NC(=O)c2ccccc2)c1
 : -4, 0.98, 12, 7, 39, 0, 2, 4, 0.89

# (listing goes on)
SMILES,MIN6 prolif,hIAP act,mIAP block,APOBEC3G inh,NALP3 yeast inh,SENP1 inh,hIAP block,APOBEC3A inh,mIAP act
Cc1ccc([N+](=O)[O-])cc1NC(=O)Cc1cccs1,0,0.89,6,4,-2,-1,11,14,0.94
CCOc1ccc(S(=O)(=O)N(C)CC(=O)N2CCN(CC)CC2)cc1,-1,0.95,-1,-15,17,3,5,2,1
COc1cc(OC)cc(-c2c(C#Cc3ccsc3)c3cc(-c4ccc(CN5CCOCC5)cc4)ccc3n2C)c1,3,1,-13,-6,6,-5,-2,-3,1.1
CCn1c(C)nc2cc(C(=O)NNC(=S)Nc3ccc(F)cc3)ccc21,0,1.7,-5,0,0,1,-68,1,1
COc1ccc(N2C(=O)C(O)C2c2ccc(C)cc2)cc1 (configuration not stated),-3,1,2,0,-2,-1,0,2,0.98
CCOC(=O)c1ccc(S(=O)(=O)NNc2ccc(C(F)(F)F)cn2)cc1,-3,1,-1,-10,6,2,-2,-2,1
O=C(C[n+]1cccc(CNC(=O)c2ccc(OC(F)F)cc2)c1)Nc1cc(C(F)(F)F)ccc1Cl,1,0.96,3,-7,14,1,4,-1,0.97
CCOC(=O)Cn1c(=O)c(F)cn(Cc2ccc(OC)c([N+](=O)[O-])c2)c1=O,-1,0.83,-1,-4,12,1,17,0,1
CCCSc1ccc([C@@H]2[C@H]3C(=O)N(CC)C(=O)[C@H]3[C@]3(C(=O)OC)CCCN23)cc1OC,-1,0.97,11,-4,8,-3,2,-1,0.89
CCN(CC(=O)NCc1ccc(F)cc1)C(=O)c1ccc(Cl)cc1,-3,0.87,-10,-8,17,2,13,-1,1.1
CCOC(=O)NC(NC(=S)Nc1ccccc1[N+](=O)[O-])C(Cl)(Cl)Cl (configuration not stated),-3,0.92,11,-10,27,1,8,-1,0.89
Cc1ccc(C(=O)N2CCOCC2)c(F)c1F,0,0.88,-13,-9,6,0,12,-3,1.1
O=C(NNC(=O)C12CC3CC(CC(C3)C1)C2)c1ccccc1[N+](=O)[O-],0,1.1,5,1,7,2,-15,1,0.95
O=c1c2sccc2nc(SCc2ccc([N+](=O)[O-])cc2)n1Cc1ccccn1,0,0.97,9,0,3,-5,3,2,0.91
CCC1COC(c2cccn2Cc2ccc(Cl)cc2)=N1 (configuration not stated),-1,1.2,3,-9,10,-2,-18,-6,0.97
Cc1nc2cc(NC(=O)CSc3nc4c(C)cccc4cc3C#N)ccc2s1,-3,0.99,13,-3,6,-1,1,-2,0.87
Cc1ccc(C2CCN(C(=O)Nc3ccc(F)cc3)C2)cc1 (configuration not stated),-2,0.94,-2,1,21,2,6,2,1
O=C1C2CC=CCC2C(=O)N1c1ccc(OCC(O)Cn2nnc3ccccc32)cc1 (configuration not stated),-1,0.99,6,-6,1,2,1,-4,0.94
CCN(c1ccccc1)S(=O)(=O)c1ccc(OC)c(OC)c1,-4,0.89,-8,-2,9,3,12,3,1.1
CN1CCN(C(=S)NC(=O)c2cccc([N+](=O)[O-])c2)CC1,-1,0.91,-2,-6,18,0,10,-5,1
COC(=O)[C@@H](NC(=O)c1cc(COc2cncc(Cl)c2)on1)c1ccccc1,-1,1,-2,-5,27,1,-3,4,1
CCc1ccc(C(=O)N/N=C/c2cccc3ccccc23)nc1,-2,1.2,15,-10,17,-3,-21,-4,0.85
CCN(CC(=O)NCc1ccc(F)cc1)C(=O)CN1CCN(c2ccc(OC)cc2)CC1,-1,1.1,4,6,12,0,-14,30,0.96
COc1ccc(-n2c(SCC(=O)N3CCOCC3)nnc2C(C)N2CCCCC2)cc1 (configuration not stated),-4,1,-7,1,11,x,0,3,1.1
Cc1cc(NC(=O)c2ccccc2)n(C(C)(C)C)n1,-2,1.1,-1,4,14,2,-10,-1,1
C[C@H](O)[C@H](O)[C@H]1CNc2nc(N)[nH]c(=O)c2N1,-4,0.96,3,41*,2,-68,4,2,0.97
COc1ccc2[nH]c(=O)c(CN(CCN(C)C)C(=O)NCc3ccccc3)cc2c1,1,1.2,0,-2,-3,-5,-16,3,1
O=C(O)CCSc1nc2ccc(Br)cc2[nH]1,-2,0.97,5,0,16,3,3,-4,0.95
CC(O)c1ccc(OCCN(C)c2ccccn2)cc1 (configuration not stated),0,1.1,-15,-3,7,1,-8,-2,1.1
O=C(NCc1ccco1)c1ccc2c(c1)C(=O)N(Cc1ccccc1)C2=O,1,0.87,-2,-1,4,-1,13,-1,1
CC(=O)Nc1ccc2nc(C)n(Cc3ccc(Cl)cc3)c(=O)c2c1,0,0.93,9,-2,8,1,7,-2,0.91
Cc1ccc(/C=N/NC(=O)CSc2nc3ccccc3n2Cc2ccccc2)o1,-1,1.1,10,-13,-12,3,-6,-2,0.9
COc1ccccc1CCNC(=O)CCCn1nc(C)c2c(C)n(-c3ccc(C)cc3)nc2c1=O,-5,1.1,7,-3,10,1,-7,0,0.93
Cc1nc(C(F)(F)F)c(C(=O)NC(=O)Nc2ccccc2)s1,4,0.94,2,-11,9,2,6,-2,0.98
O=C(Nc1ccc(N2CCOCC2)c(S(=O)(=O)Nc2ccc(Cl)cc2)c1)c1cnccn1,-4,1,17,46*,14,0,-4,0,0.83
CC/C(=N\NC(=O)OC)c1ccc(OC(F)F)cc1,-4,0.95,0,-7,9,4,5,4,1
COc1ccc(C2CC(c3ccc(F)cc3)Nc3nc(N)nn32)cc1 (configuration not stated),2,0.98,2,-6,-6,2,2,3,0.98
O=C(COC(=O)CCC(=O)c1cccs1)NC1CCCCC1,-1,0.93,-19,-8,3,5,7,-5,1.2
COCC(=O)Nc1ncc(S(=O)(=O)c2ccc([N+](=O)[O-])cc2)s1,-3,1,0,-4,8,2,-2,-2,1
CCc1nnc(NC(=O)CN2CCN(c3nc(-c4ccccc4)cs3)CC2)s1,-1,0.97,7,1,14,-6,3,3,0.93
CCOc1cccc(-c2nnc(SCC(=O)Nc3cc(C)ccc3OC)n2N)c1,1,1,-1,-6,-9,1,0,-3,1
COc1ccc(C(=O)c2ccc(Cl)cc2Cl)cc1,-1,1.1,5,-1,20,3,-15,2,0.95
CCOC(=O)c1cnc(SC2CC(=O)N(c3ccccc3)C2=O)nc1N (configuration not stated),-1,0.97,4,-5,1,3,2,-2,0.96
COc1ccc(/C=C2/SC(=O)N(NS(=O)(=O)c3ccccc3)C2=S)cc1OC,0,0.88,12,-5,2,2,12,-2,0.88
Cc1c(Cl)cccc1NC(=S)N(CCCN1CCOCC1)Cc1ccco1,0,1.2,-16,1,-2,0,-20,-6,1.2
CCC/C=C(\CCC)C(NC(=O)CCc1ccccc1)c1ccc(C(F)(F)F)cc1 (configuration not stated),-6,0.91,-51,3,-11,x,9,1,1.5
CCCNc1nc2c(c(=O)n(C)c(=O)n2C)n1CCc1ccccc1,-4,0.89,5,-6,-3,0,11,-1,0.95
O=C(CCNS(=O)(=O)c1cccc2nsnc12)NCCC1=CCCCC1,-1,0.88,7,-6,-7,2,12,2,0.93
CCCc1c(C(=O)N/N=C/c2sccc2C)nnn1-c1nonc1N,-2,0.92,-1,-8,1,1,8,-3,1
CC(=NCCc1c(C)[nH]c2ccc(OC(F)(F)F)cc12)C1=C(O)CC(c2ccccc2)CC1=O (configuration not stated),-5,1,-7,5,24,1,-4,6,1.1
Cc1nc(/N=C(\N)NC(=O)c2ccccc2)nc2ccccc12,-3,1,7,-6,24,0,-4,0,0.93
O=C(N[C@H]1CCC(=O)N([C@H](CSc2ccc(Br)cc2)Cc2ccccc2)CC1)OCc1ccccc1,-6,1.1,-40,-10,8,1,-12,-3,1.4
Cc1nn(-c2cc(N3CCNCC3)ccc2[N+](=O)[O-])c(=O)c2ccccc12,-2,0.88,18,-7,6,3,12,-3,0.82
N=c1c2c3c(sc2nc2n1CCCCC2)CCCC3,1,0.99,1,-2,0,0,1,2,0.99
COc1ccc2nc(NC(=O)c3c(C)noc3C)sc2c1,-3,0.86,-5,-9,45,0,14,0,1
CCOc1cc(/C=C2\C(=O)NN(c3ccccc3)C2=O)cc([N+](=O)[O-])c1O,-2,0.75,28,16,-39,2,25,30,0.72
CCn1c2ccccc2c2cc(NS(=O)(=O)c3ccccc3C)ccc21,-4,1.1,-4,-8,9,8,-9,-4,1
C=CCOc1ccc(/C=C2\C(=N)N3N=C(S(=O)(=O)CC)SC3=NC2=O)cc1OC,-5,1,4,-9,20,-54,-2,-5,0.95
CCCNC(=S)N1CCN(C(c2ccccc2)c2ccccc2)CC1,-2,0.93,-13,-2,12,0,7,8,1.1

# High-throughput results deposited in PubChem BioAssay by Sanford-Burnham Center for Chemical Genomics.

# These rows are one share of the data; the hit share may differ from the screen's.
